All columns: NCI-60 one-dose screen, growth in % after 48 h at 10 µM unless noted; 100 = growth as untreated, 0 = no growth, -100 = all killed.
SK-MEL-2 – SK-MEL-2 melanoma | hit rate 4.7% among 77,000
MDA-MB-435 – MDA-MB-435 melanoma | hit rate 7.8% among 82,000
UACC-62 – UACC-62 melanoma. hit rate 5.4% among 81,000
UACC-257 – UACC-257 melanoma | AID 1794764 | hit rate 4.4% among 78,000
MALME-3M – MALME-3M melanoma | hit rate 5.8% among 78,000
SK-MEL-5 – SK-MEL-5 melanoma; AID 1794755; hit rate 6.4% among 80,000
LOX IMVI – LOX IMVI melanoma; AID 1794757; hit rate 7.4% among 79,000
SK-MEL-28 – SK-MEL-28 melanoma; hit rate 4.1% among 81,000
Active calls of the source: *; . = no result given; & = joins results of further samples. How the source made its calls: active means growth percent below 10; inactive means the rest. Compounds as they come; 12% or so of the library scored in one or more.

SMILES	SK-MEL-2	MDA-MB-435	UACC-62	UACC-257	MALME-3M	SK-MEL-5	LOX IMVI	SK-MEL-28
O=C(O)/C=C/C(=O)Nc1ccccc1Cl	83	105	104	.	106	103	96	106
COc1ccc(C2CC(c3ccc(Nc4ccnc5cc(Cl)ccc45)cc3)=NN2c2ccc(Cl)cc2)cc1 (configuration not stated)	112	93	88	94	.	90	103	102
CS(=O)(=O)c1ccc(-c2nc3cc(Cl)ccc3n2CC(=O)NO)cc1	88	106	93	102	108	103	98	100
CCOC(=O)c1c(Nc2ccccc2)nn2c(-c3ccc(F)cc3)c(C#N)cnc12	85	91	87	107	113	94	85	94
CC(C)CC1(C)CNC(=O)NC1	105	101	105	117	.	101	95	120
COc1ccc(Nc2nc(SCC(C)C)nc(-c3ccc(OC)cc3)c2C#N)cc1	103	90	82	86	111	95	94	111
CC(C(=O)O)c1cccc(Oc2ccccc2)c1 (configuration not stated)	122	91	99	108	100	97	92	106
C=CC[N+](C)(C)Cc1nc(C#N)c(N(C)C)o1	99	97	90	96	116	105	112	100
CC(C)(C)Nc1c(-c2ccc(-c3ccccc3)cc2)nc2sccn12	78	107	87	94	95	79	90	108
COc1ccc(-c2n[nH]nc2-c2ccccc2C#N)cc1	98	34	81	60	98	79	96	26
NC(=S)N/N=C/c1ccccc1	113	98	.	102	.	102	100	112
COc1ccc(-c2nc(SCC(C)C)nc(N/N=C\c3ccc(Cl)cc3)c2C#N)cc1	106	89	93	96	88	98	.	99
NCCn1cc(-c2nc(-c3c[nH]c4ncccc34)cs2)c2cc(F)ccc21	95	82	.	94	79	80	82	101
CCCCCCCCCCCCOC(=N)N(C)C	96	97	94	92	89	109	74	106
BrCCc1ccc2ccccc2c1	92	103	102	97	115	107	100	112

Single entries from above:
SK-MEL-28 result of CC(C)(C)Nc1c(-c2ccc(-c3ccccc3)cc2)nc2sccn12 is entered as 108
LOX IMVI result of CS(=O)(=O)c1ccc(-c2nc3cc(Cl)ccc3n2CC(=O)NO)cc1 is entered as 98

Other entries follow.
SMILES	SK-MEL-2	MDA-MB-435	UACC-62	UACC-257	MALME-3M	SK-MEL-5	LOX IMVI	SK-MEL-28
CCOC(=O)/C(F)=C/C1CC1CCc1cccc(C(F)(F)F)c1 (configuration not stated)	.	103	96	111	106	100	102	99
CCCCNC(=O)C(C)C	.	104	103	99	104	105	95	103
O=C1/C(=C\c2ccccc2)CN(C(=O)c2ccccc2F)C/C1=C\c1ccccc1	55	-36*	-17*	-10*	-34*	-49*	-86*	-57*
CC(C)CCC[C@@H](C)[C@H]1CC[C@H]2[C@@H]3CC=C4c5sc(Nc6ccccc6Cl)nc5CC[C@]4(C)[C@H]3CC[C@]12C	99	93	92	88	94	100	101	96
CCNc1nc(CC(C)C)c(C#N)c(=O)n1C	83	82	69	98	95	61	75	85
NS(=O)(=O)c1ccc(-n2cc(CN3CCN(C4CCCCC4)CC3)nn2)cc1	105	106	97	109	111	104	98	109
[N-]=[N+]=NCCCC[C@H]1N=C(c2ccc(Br)cc2)Nc2nc3ccccn3c2C1=O	108	106	80	86	114	88	86	110
CN(C)CCOc1ccc(CN)cc1	101	102	104	91	107	92	93	108
Cc1cccc(Cl)c1NC(=O)Nc1cccc(C#N)c1	101	99	94	101	95	88	93	102
CCCCCCNC(=O)Oc1ccc(/C(=C(/C)Cc2ccc(OC)cc2)c2ccc(OCCN(C)C)cc2)cc1	111	68	40	5.2*	-35*	-50*	-16*	69
COc1ccc(C2c3sc4c(Br)cccc4c3Oc3ncnc(N)c32)cc1 (configuration not stated)	103	107	70	111	87	85	87	116
CCC(=O)O[C@H]1[C@H](O[C@@H]2[C@@H](C)[C@H](O[C@H]3C[C@@](C)(OC)[C@@H](O)[C@H](C)O3)[C@@H](C)C(=O)O[C@H](CC)[C@@](C)(O)[C@H](O)[C@@H](C)C(=O)[C@H](C)C[C@@]2(C)O)O[C@H](C)C[C@@H]1N(C)C	118	96	101	106	94	98	94	122
Cn1c(=O)n(CCCO)c(=O)c2c1nc(Oc1cccc(OC(F)(F)F)c1)n2Cc1ccc(Cl)cc1	89	93	72	79	113	92	82	93
O=C1Cc2cccc3c2c(cn3Cc2ccccc2)-c2ccccc21	.	60	83	110	100	100	86	115
Cc1csc(/N=C/c2ccc([N+](=O)[O-])o2)n1	108	.	89	111	110	102	88	102
COc1cc2cc3c(nc2cc1OC)CCN3Cc1ccc(NC(=O)Nc2ccc(Cl)c(Cl)c2)cc1	94	88	91	92	93	87	96	88
CCCCOCCOC(c1cc2c(cc1Br)OCO2)C(C)Br (configuration not stated)	101	98	91	.	110	99	95	105
COc1ccc2[nH]c(O)c(/C=c3/ccc4c(c3)N=C(c3cccs3)N=4)c2c1	.	85	65	83	.	75	53	96
NNC(=O)/C(=C\c1ccccc1)CC(=O)c1ccc(Cl)c(Cl)c1	98	94	71	98	79	93	92	95
COC(=O)C(CSC(c1ccccc1)(c1ccccc1)c1ccccc1)NC(=O)C(CC(N)=O)NC(=O)OCc1ccccc1 (configuration not stated)	-23*	-37*	-12*	59	27	14	-12*	24
CCN1CCC[C@H]1c1cc(O)c2c(c1OC)C[C@H]1C[C@H]3[C@H](N)C(=O)C(C(N)=O)=C(O)[C@@]3(O)C(=O)C1=C2O	-44*	-4.5*	-19*	-14*	-17*	-46*	-45*	-11*
O=C(Nc1ncc(Cc2ccccc2Cl)s1)C1=NCCCCN1	105	91	91	97	95	100	93	100
CC(=O)N1N/C(=C2/C(C)=NC(=S)NC2c2ccccc2)CC1c1ccc(N(C)C)cc1 (configuration not stated)	108	99	95	98	90	104	100	102
N#C/C(=C\c1ccc(-c2ccc(Br)cc2)o1)c1nc(-c2cccs2)cs1	109	101	86	102	101	100	.	99
CC[N+](C)(CC)CCOc1ccc(OCC[N+](C)(CC)CC)c2c1C(=O)c1ccccc1C2=O	101	108	91	92	105	88	93	109
Cc1nn(-c2ccccc2)c(Oc2c(Cl)cccc2Cl)c1/C=N/NC(=O)Cn1c(=O)sc2ccccc21	95	51	61	97	80	93	82	106
COc1ccc(C2CC(c3ccccc3)=Nc3ccccc3S2)cc1OC (configuration not stated)	94	108	91	98	98	103	83	105
NC(=O)C12C(=O)NC(=O)C1(C(=O)O)C21CCCC1 (configuration not stated)	108	100	101	103	.	106	102	109
CC(=O)/C=C/c1cccc2c1C(=O)NC(C)(c1cc3cc(Cl)ccc3oc1=O)N2 (configuration not stated)	83	91	56	64	79	53	82	92
CC(=O)c1nn(-c2ccc([N+](=O)[O-])cc2)cc1C(=O)c1cc2c(ccc3ccccc32)oc1=O	102	103	79	98	.	96	94	102

Compound profiles, from the list above. Values in the order: SK-MEL-2 | MDA-MB-435 | UACC-62 | UACC-257 | MALME-3M | SK-MEL-5 | LOX IMVI | SK-MEL-28
Listed for `CC(=O)/C=C/c1cccc2c1C(=O)NC(C)(c1cc3cc(Cl)ccc3oc1=O)N2` (configuration not stated) = 83 | 91 | 56 | 64 | 79 | 53 | 82 | 92
Listed for `COc1ccc(C2c3sc4c(Br)cccc4c3Oc3ncnc(N)c32)cc1` (configuration not stated) = 103 | 107 | 70 | 111 | 87 | 85 | 87 | 116
Listed for `CC(C)CC1(C)CNC(=O)NC1` = 105 | 101 | 105 | 117 | . | 101 | 95 | 120
Listed for `COc1ccc(C2CC(c3ccccc3)=Nc3ccccc3S2)cc1OC` (configuration not stated) = 94 | 108 | 91 | 98 | 98 | 103 | 83 | 105
Listed for `COc1ccc(C2CC(c3ccc(Nc4ccnc5cc(Cl)ccc45)cc3)=NN2c2ccc(Cl)cc2)cc1` (configuration not stated) = 112 | 93 | 88 | 94 | . | 90 | 103 | 102

Next part:
SMILES	SK-MEL-2	MDA-MB-435	UACC-62	UACC-257	MALME-3M	SK-MEL-5	LOX IMVI	SK-MEL-28
Brc1ccc2ncc3ccccc3c2c1	98	105	108	116	106	106	97	106
Clc1ncccc1Nc1ccc2nnc(-c3ccncc3)n2n1	109	102	106	102	98	104	93	112
CO[C@H]1C[C@@H]2CC[C@@H](C)[C@@](O)(O2)C(=O)C(=O)N2CCCC[C@H]2C(=O)O[C@H]([C@H](C)C[C@@H]2CC[C@@H](OP(C)(C)=O)[C@H](OC)C2)CC(=O)[C@H](C)/C=C(\C)[C@@H](O)[C@@H](OC)C(=O)[C@H](C)C[C@H](C)\C=C/C=C/C=C/1C	.	57	40	31	40	52	43	54
COc1ccc(/C=N\NC(=O)c2cnn(CC(O)c3ccccc3)c2N)cc1OCc1ccc(F)cc1 (configuration not stated)	99	100	86	93	74	90	64	98
COc1ccc(NC(=O)n2nc(/C=C\c3ccc(O)c(OC)c3)cc2/C=C\c2ccc(O)c(OC)c2)cc1	21	-36*	25	75	52	9.0*	28	35
COC(=O)c1ccc(Nc2nc(N)n(Cc3cccc(Br)c3)n2)cc1	74	68	53	88	61	41	45	68
COc1ccc(Br)c2ccccc12	113	105	107	100	121	107	101	122
Cc1cc(F)ccc1C(=O)Nc1ccc(CN2CCc3nc4cc(O)c(O)cc4cc32)cc1	96	99	93	113	111	97	96	110
Cc1nc(SCC(=O)Nc2nc(-c3ccc(Cl)cc3)cs2)n(Nc2ccccc2)c1C	85	41	35	47	99	10	26	66
COc1cccc2cc(/C(C)=N/NC(=O)CC#N)oc12	98	106	95	.	110	94	98	95
CCOC(=O)CC(=N)C(C#N)C(=O)OCC (configuration not stated)	97	104	111	92	106	107	97	99
COC(=O)C(C#N)(CCC(=O)c1ccccc1)CCC(=O)c1ccccc1	.	106	103	.	117	99	101	105
OCC1OC(n2cnc3c(N4CCCCC4)ncnc32)C(O)C1O (configuration not stated)	102	105	98	111	95	107	93	111
Cn1c(S)c(N=Nc2ccccc2)sc1=O	87	87	65	85	69	83	85	93
Cc1cc(C(C#N)c2ccc(Cl)cc2)c(Cl)cc1NC(=O)c1cc(I)cc(I)c1O (configuration not stated)	.	56	12	71	58	13	75	63
COc1ccc(CCC2CCCC2C2CC2)cc1 (configuration not stated)	99	102	98	105	101	100	100	102
COc1ccc(-c2cc(Cc3cccs3)c(=O)n(Cn3cnc4nc[nH]c4c3=O)n2)cc1	.	96	88	110	104	94	96	110
Cc1ccc(NC(=O)CNC(=O)CN2C(=O)c3ccccc3C2=O)cc1	98	101&106	89&106	99	92&103	93&101	94&99	129&101
Cc1ccc(C(=O)COc2cccc(/C=C3\Oc4ccccc4C3=O)c2)cc1	105	90	73	129	106	123	104	135
C(#CC(c1ccccc1)c1ccccc1)c1ccccc1	96	73	86	97	96	96	83	111
CC(=O)Cc1nsc(NC(=O)c2cc(-c3cc(Cl)ccc3Cl)oc2C)n1	101	101	95	94	113	99	96	108
NC(=O)Cc1ccc2c(c1)[nH]c1ccccc12	81	59	92	99	104	95	98	142
CCN(CC)CC(O)CNc1ccnc2c(Cl)ccc(Cl)c12 (configuration not stated)	102	117	89	107	134	104	94	122
COc1cc(C(=O)CCN2CCCCC2)ccc1O	103	108	101	105	103	102	96	97
C=C1C[C@H](N(C(=O)C(F)(F)F)c2cccc(C(=O)N(C)OC)c2)[C@@H](NC(c2ccccc2)c2ccccc2)[C@]1(C#N)CC	87	91	65	75	93	93	87	89
COc1cc2oc(-c3cccc(NC(=O)c4cc([N+](=O)[O-])ccc4Br)c3)cc(=O)c2c(OC)c1OC	106	82	66	93	93	72	22	89
C/C(=N\N1C(=O)c2ccccc2NC1c1ccc(F)cc1)c1c(O)cc(C)oc1=O (configuration not stated)	106	116	93	97	96	98	100	106
O=C(Cn1cc(CN2CCN(c3ccnc4cc(Cl)ccc34)CC2)nn1)Nc1ccc(Cl)cc1	94	87	59	94	99	66	75	83
COc1ccc(CCNC(=O)C(O)C(Cc2ccccc2)NC(=O)c2[nH]c3ccccc3c(=O)c2C)cc1 (configuration not stated)	106	101	99	99	111	100	97	106
CCN(CC)c1ccc(/C=N/NC(=O)c2ccc(S(C)(=O)=O)cc2)c(O)c1	19	37	-18*	-11*	14	-3.0*	9.7*	27
FC(F)(F)c1cc(-c2ncc(-c3cc(C(F)(F)F)cc(C(F)(F)F)c3)c(NC3CCCCCC3)n2)cc(C(F)(F)F)c1	135	103	103	94	116	98	100	108
Cc1ccc(-c2nc(C#N)c(S(=O)(=O)NCCO)o2)cc1	65	69	60	71	76	75	46	71
COc1ccc(/C=C2\Oc3cc(OCCN4CCCC4)ccc3C2=O)c(OC)c1	101	94	101	.	102	90	81	97
CCOC(=O)CC1CSC(c2ccc(Cl)cc2)=N1 (configuration not stated)	108	99	93	103	107	99	101	102
CCOC(=O)c1ccc2[nH]c(O)c(C(=Nc3ccc(N(C)C(=O)CN4CCN(C)CC4)cc3)c3ccccc3)c2c1	-59*	-42*	17	-55*	-89*	-94*	-93*	-12*
O=C(O)c1ccc(O)cc1O	107&113	109&96	98&107	.	107&100	103&98	95&101	101&105
CC1C(=O)NN=C1c1ccc([N+](=O)[O-])cc1 (configuration not stated)	97	120	99	112	126	.	95	109
Cc1cccc(N=Cc2ccccc2O)c1C	129	102	95	95	92	103	.	106
CCC(CC)C(=O)OCCOc1ccccc1	106	104	103	72	95	103	94	103
c1ccc(Cn2c3cc4ccccc4nc3c3cccnc32)cc1	104	116	89	111	106	102	97	115
Cc1c(O)c(Br)c(Br)c(Br)c1Br	116	.	102	81	148	97	97	99
COc1ccc(-c2nc(SCC(C)C)nc(N/N=C(/C)c3ccc(OC)c(OC)c3)c2C#N)cc1	103	88	81	105	89	75	84	84
O=C(OCc1nc2nc(Cl)nc(N3CCOCC3)c2[nH]1)n1ccnc1	-67*	-55*	-80*	-71*	11	20	-77*	-37*
